Assay outcomes as filed in PubChem BioAssay.
HTT aggregate = qHTS Multiplex Assay to Identify Dual Action Probes in a Cell Model of Huntington: Aggregate Formation (GFP); PC12 HttQ103-GFP aggregates, Acumen cytometry, 40 h; Potency, µM (series often up to 46.1 µM), for inactives: top-dose activity change, negative = inhibition, usual class: inhibitors; hit rate 1.1% among 220,000; AID 1688, 2009; further: potency means the concentration at half of the fitted maximal effect; on the % scale 0 is the no-effect control and ±100 the full control effect; nearly all actives have a fitted effect of over 60% in size
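Compounds (qHTS titration) were added to PC12 cells expressing an ecdysone-driven HTT exon 1 Q103–GFP fusion after induction with 100 nM tebufenozide. Aggregate formation was measured as GFP objects in cell lysates.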
IMPase Li cell = qHTS Assay for Identifying the Cell-Membrane Permeable IMPase Inhibitors: Potentiation with Lithium; CHO-M1 cells, IP1 TR-FRET (IP-One), carbachol + lithium; hit rate 0.35% among 210,000; Potency, µM (top dose mostly 59.4 µM), for the others: top-dose activity, negative = IMPase inhibition, hits mostly inhibitors;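 further: IP1 builds up when IMPase is blocked and the TR-FRET signal falls; potency means the concentration at half of the fitted maximal effect; plate controls were basal vehicle for no effect and high inhibitor control for full effect; nearly all actives have a fitted effect of over 50% in size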
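Lithium-sensitised IP1 accumulation assay; M1-expressing CHO cells treated 30 min at 37C with compound. Competitive antibody detection by time-resolved FRET followed a 10 min room-temperature lysis step.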
Lamin A splicing = qHTS Assay for Modulators of Lamin A Splicing; HeLa LMNA splicing GFP/RFP minigene ratio, 48 h; Potency, µM (series often up to 46.1 µM), for the others: top-dose ratio change, negative = inhibition, usual class: inhibitors; hit rate 0.01% among 200,000; active means well fitted inhibition curve with a large enough effect in the signal ratio, with a control signal flat, not every such curve was filed as active; inconclusive means small, poorly fitted or top-dose-only effect, or effect the other way, or a change in a side signal; the % refers to the signal ratio; further: potency means the concentration at half of the fitted maximal effect; on the % scale 0 is the no-effect control and ±100 the full control effect
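S3 HeLa stable clones carrying a lamin A-EGFP splicing minigene plus DsRed2 were seeded at 600 cells/well in Opti-MEM with 2% FBS, pin-dosed and incubated 48 h at 37°C. Acumen cytometry (488 nm) gave the GFP/RFP total-intensity ratio.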
HTT cytoprotect = qHTS Multiplex Assay to Identify Dual Action Probes in a Cell Model of Huntington: Cytoprotection (ATP). PC12 HTT-Q103 induced, cytoprotection, ATP luminescence, 40 h. Potency, µM (highest dose often 56.4 µM), for inactives: cytoprotection (ATP increase), usual class: activators. hit rate 0.14% among 230,000. AID 1471, 2008;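 further: potency means the concentration at half of the fitted maximal effect; % of control where 0% means no effect; nearly all actives have a fitted effect of over 45% in size; toxic huntingtin expression switched on by the ecdysone agonist tebufenozide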
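ATP quantification (ATPlite) reports survival of PC12 cells in which tebufenozide, 100 nM final, switches on Htt exon 1 with 103 glutamines linked to GFP; compounds are titrated.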
SMN2 splice up = qHTS Assay for Enhancers of SMN2 Splice Variant Expression; hit rate 2.8% among 210,000; Potency, µM (top dose mostly 46.1 µM), for inactives: at the highest dose activity change, positive = activation, most hits filed as activators; AID 1458, 2008; HEK293 SMN2-luciferase splicing reporter, luminescence, 30-36 h; further: potency means the concentration at half of the fitted maximal effect; % of control where 0% means no effect; nearly all actives have a fitted effect of over 55% in size
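HEK293 cells carry an SMN2 […]–luciferase reporter in which exon 7 inclusion puts luciferase in frame. Cells were plated 10-12 h before compound addition, then incubated 30-36 h at 37C. ONE-Glo luminescence was read; sodium butyrate at 4.5 mM final served as control.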
Luc counter = Counterscreen for Luciferase (Kinase-Glo TM) Inhibition; Luciferin 4-monooxygenase (Photuris pensylvanica), Q27757; Kinase-Glo luciferase, ATP luminescence, 8 min; Potency, µM (top dose mostly 38.3 µM), for the others: at the highest dose activity change, negative = inhibition, hits mostly inhibitors; hit rate 0.28% among 200,000; AID 1379, 2008; further: potency means the concentration at half of the fitted maximal effect; on the % scale 0 is the no-effect control and ±100 the full control effect; nearly all actives have a fitted effect of over 60% in size
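Recombinant Kinase-Glo luciferase, 10 uM ATP (linear range), luciferin; imidazole pH 7.2 / KCl / MgCl2 / Tween / BSA buffer; 8 min RT; luminescence.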
CBFb RUNX1 block = qHTS Assay for Compounds Blocking the Interaction Between CBF-beta and RUNX1 for the Treatment of Acute Myeloid Leukemia; Runt-related transcription factor 1 (Homo sapiens) + Core-binding factor subunit beta …; AlphaScreen CBFb-His/RUNX1-biotin binding, biochemical; Potency, µM (titrated, usually from 59.8 µM), for inactives: top-dose activity, negative = inhibition, hits mostly inhibitors; 230,000 tested, under 10 active; AID 1477, 2009; further: % of control where 0% means no effect
Target sequence (Q01196 whole entry, looked up): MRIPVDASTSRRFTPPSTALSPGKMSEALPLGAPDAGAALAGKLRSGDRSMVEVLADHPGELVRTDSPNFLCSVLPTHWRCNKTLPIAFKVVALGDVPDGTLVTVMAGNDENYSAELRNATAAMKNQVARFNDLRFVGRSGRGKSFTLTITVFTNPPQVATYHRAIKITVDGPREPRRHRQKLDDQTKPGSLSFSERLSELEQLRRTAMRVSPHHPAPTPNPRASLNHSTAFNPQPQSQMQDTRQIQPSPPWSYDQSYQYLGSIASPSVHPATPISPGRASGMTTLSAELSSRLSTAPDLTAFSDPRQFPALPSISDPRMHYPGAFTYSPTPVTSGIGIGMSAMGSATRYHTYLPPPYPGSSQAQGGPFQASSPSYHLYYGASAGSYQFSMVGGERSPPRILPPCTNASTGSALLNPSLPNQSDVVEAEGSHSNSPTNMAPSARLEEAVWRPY
Target sequence (Q13951 whole entry, looked up): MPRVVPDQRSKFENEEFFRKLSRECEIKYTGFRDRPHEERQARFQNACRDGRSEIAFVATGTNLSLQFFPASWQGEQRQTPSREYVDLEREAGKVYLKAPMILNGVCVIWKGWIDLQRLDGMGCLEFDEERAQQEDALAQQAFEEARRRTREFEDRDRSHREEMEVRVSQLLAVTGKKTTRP
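AlphaScreen proximity signal reports loss of binding between His-tagged CBF-beta and biotin-labelled RUNX1, each at 30 nM. Proteins are pre-associated for 20 minutes, compounds added for 15 minutes, then beads for 90 minutes, all at ambient temperature.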
An asterisk follows results filed as active; ? = inconclusive; / = not tested or not shown; [ ] = remark or other dose. Unless noted, the call rests on the fitted dose curve; in most records, active means well fitted curve in the direction sought with a large enough effect; inconclusive means small, poorly fitted or top-dose-only effect, or another doubt; inactive means no such curve, though single readings can be large; an effect the other way counts as inactive or inconclusive.

no.	smiles	HTT aggregate	IMPase Li cell	Lamin A splicing	HTT cytoprotect
1	COc1ccc(-c2ccc(C#N)c(SCC(=O)Nc3sc4c(c3C#N)CCC4)n2)cc1OC	3%	25%[38.3 µM]	-5%	-1%
2	O=C(N/C=C/c1ccco1)OCc1ccccc1	15%	17%	/	/
3	COc1cc(C)nc(SCC(N)=O)n1	15%	-5%[38.3 µM]	17%	23%[10 µM]
4	CCOC(=O)C1=C(C)NC(C)=C(C(=O)OCC)C1C(=O)OCC(=O)c1ccc2c(c1)OCCO2	-2%	10%[38.3 µM]	?	-26%[10 µM]
5	O=C(N/N=C/c1ccc(Br)s1)c1ccccn1	7%	-5%	11%	/
6	Cc1ccc(/C=C2\CCOC2=O)cc1	14%[9.22 µM]	/	/	1%[10 µM]
7	CC(C)N(Cc1nc(-c2ccc3c(c2)OCO3)no1)Cc1nccn1C	-2%[9.22 µM]	13%	/	-2%[10 µM]
8	CC(=O)Nc1ccc(S(=O)(=O)N2CCOCC2)cc1	-5%	4%	-3%	9%[10 µM]
9	O=C(c1cc([N+](=O)[O-])cc([N+](=O)[O-])c1)N1CCCc2ccccc21	18%[9.22 µM]	8%	-8%[46 µM]	16%[10 µM]
10	O=C1CC(c2ccccc2)Cc2nc(NC3CC3)ncc21 (centres undefined)	-10%	4%	17%[46 µM]	-27%

no.	SMN2 splice up	Luc counter	CBFb RUNX1 block
1	29%	-3%	-5%
2	13µM*	-3%	-14%
3	-1%	-1%	4%
4	-4%	5%	8%
5	3.5µM*	?	-22%
6	/	/	5%
7	/	/	7%
8	-5%	1%	-2%
9	/	-4%	-8%
10	13%	-2%	5%

(further entries)
no.	smiles	HTT aggregate	IMPase Li cell	Lamin A splicing	HTT cytoprotect
11	O=C(CCn1c(=O)oc2ccccc21)N1CCCCCC1	-14%	2%	-6%	-13%[10 µM]
12	O=C(O)CCC(=O)N1N=C(c2c(-c3ccccc3)c3cc(Cl)ccc3[nH]c2=O)CC1c1ccco1 (centres undefined)	16%	-4%	-5%	16%[10 µM]
13	CS(=O)(=O)N(CC(=O)Nc1ccc(F)cc1F)c1cccc([N+](=O)[O-])c1	10%	5%[38.3 µM]	13%	2%
14	CC(CCC#N)[N+](=O)[O-] (centres undefined)	/	12%	/	-7%
15	CCC1=NN=C(c2ccc(F)cc2)C(c2c[nH]c3ccccc23)N1O (centres undefined)	-5%	3%	?	9%[10 µM]
16	COCCNC(=O)C1CC(c2ccc(F)cc2)=NO1 (centres undefined)	0%	-4%[38.3 µM]	3%	-2%
17	Fc1ccc(N2CCN(C(c3cccs3)c3nnnn3C3CCCC3)CC2)cc1 (centres undefined)	17%[9.22 µM]	32%[activator][38.3 µM]	?	-6%
18	CCOC(=O)C(c1ccc(OC)c(OC)c1)C1c2ccccc2C=C(C)N1C(=O)OC (centres undefined)	/	13%	-19%[9.22 µM]	-12%[10 µM]
19	CCN(CC(=O)NCc1cccs1)c1ccc(S(=O)(=O)N2CCN(C)CC2)cn1	-3%[9.22 µM]	/	/	1%[10 µM]
20	O=c1c2ccccc2nc2c3ccccc3cnn12	11%	0%	/	-27%

no.	SMN2 splice up	Luc counter	CBFb RUNX1 block
11	5%	2%	3%
12	7%	-2%	-4%
13	-11%	-2%	1%
14	-7%	-3%	-4%
15	-15%	-1%	-4%
16	3%	-3%	-3%
17	11%	3%	0%
18	-5%[9.22 µM]	-7%[7.66 µM]	7%[13.1 µM]
19	/	/	9%
20	?	-8%	0%

Next section
no.	smiles	HTT aggregate	IMPase Li cell	Lamin A splicing	HTT cytoprotect
21	O=C(NCc1ccccc1)N1CCC(CO)(CCc2ccccc2)CC1	3%[9.22 µM]	2%	-1%[46 µM]	4%[10 µM]
22	O=C(CCc1ccccc1)Nc1nc2ccc(S(=O)(=O)N3CCOCC3)cc2s1	-3%	-23%[38.3 µM]	4%	7%
23	N#C/C(=N\Nc1cccc(C(F)(F)F)c1)C(=O)c1csc(-c2cccnc2)n1	-20%[9.22 µM]	/	/	11%[10 µM]
24	Cc1cccc(NS(=O)(=O)c2cc(C(=O)N3CCc4ccccc4C3)ccc2Cl)c1C	?	28%[38.3 µM]	7%	-60%[inhibitor]
25	CCC1CCCCN1C(=O)Cn1c(C(=O)OC)cc2ccsc21 (centres undefined)	0%	8%[38.3 µM]	-4%	-4%
26	Cc1cc(C)c(C)c(S(=O)(=O)Nc2ccccc2C(=O)NCCCN2CCOCC2)c1C	-3%	-9%	/	-19%
27	O=C(NC1=NCCS1)[C@H](Cc1ccccc1)N1C(=O)c2ccccc2C1=O	21%	20%[38.3 µM]	6%	-11%
28	CC[C@@H](C)[C@H](NS(=O)(=O)c1cccc2ccccc12)C(=O)N[C@H](C=O)Cc1c[nH]c2ccccc12	/	28%	/	-89%[inhibitor]
29	CCOC(=O)c1ccc(S(=O)(=O)N2CCN(CCC#N)CC2)cc1	-7%	20%[38.3 µM]	-7%	-5%[10 µM]
30	COc1cc(NS(=O)(=O)c2ccc3[nH]c(=O)oc3c2)cc(OC)c1	-14%	-6%	12%[46 µM]	-22%

no.	SMN2 splice up	Luc counter	CBFb RUNX1 block
21	/	2%	-4%
22	?	2%	5%
23	/	/	-24%
24	-20%	-1%	-7%
25	-1%	1%	4%
26	/	/	2%
27	-22%	-2%	-3%
28	13%	/	-26%
29	0%	-2%	1%
30	-47%[inhibitor]	-2%	5%

Ordered by molar mass (rising): 3 of the compounds above.
no.	smiles	HTT aggregate	IMPase Li cell	Lamin A splicing	HTT cytoprotect
21	O=C(NCc1ccccc1)N1CCC(CO)(CCc2ccccc2)CC1	3%[9.22 µM]	2%	-1%[46 µM]	4%[10 µM]
24	Cc1cccc(NS(=O)(=O)c2cc(C(=O)N3CCc4ccccc4C3)ccc2Cl)c1C	?	28%[38.3 µM]	7%	-60%[inhibitor]
28	CC[C@@H](C)[C@H](NS(=O)(=O)c1cccc2ccccc12)C(=O)N[C@H](C=O)Cc1c[nH]c2ccccc12	/	28%	/	-89%[inhibitor]

no.	SMN2 splice up	Luc counter	CBFb RUNX1 block
21	/	2%	-4%
24	-20%	-1%	-7%
28	13%	/	-26%

(next part)
no.	smiles	HTT aggregate	IMPase Li cell	Lamin A splicing	HTT cytoprotect
31	CCSC1=NCCN1C(=O)c1ccc(S(=O)(=O)N(CC)CC)cc1	-21%	-5%	10%[9.22 µM]	-1%
32	CCOC(=O)c1sc(=NC(=O)c2ccc(Cl)s2)n(C)c1C	16%	-3%	/	-10%[10 µM]
33	COc1ccc(C2C(C#N)=C(N)N(c3ncn[nH]3)C3=C2C(=O)CCC3)cc1 (centres undefined)	-5%	-9%	/	-21%
34	COc1cccc(NC(=O)CC(c2ccc(OC(C)C)cc2)c2ccccc2OC)c1 (centres undefined)	-11%	13%	-14%	5%[10 µM]
35	O=S(=O)(c1cc(Cl)ccc1Br)N1CCCCC1	-10%	42%[activator][38.3 µM]	3%	9%
36	CCn1c(CCC(=O)O)nc2cc(S(=O)(=O)N(C)C)ccc21	23%	-4%	1%[46 µM]	-17%
37	O=C1OCCN1C(=O)[C@H]1[C@H](c2ccc([N+](=O)[O-])cc2)C(c2ccc(F)cc2)=NN1c1ccccc1	/	-8%	/	-47%[inhibitor]
38	COc1cc(C2C(C#N)=C(C)NC3=C2C(=O)c2ccccc23)cc(OC)c1OC (centres undefined)	-4%	19%[38.3 µM]	?	-147%[inhibitor][0.074 µM]
39	CN1CCCCc2c1nc1ccccc1c2N (tested in a mixture with another compound)	7%	17%[38.3 µM]	?	4%
40	COC(=O)Cc1cc(OC)c(OC)cc1S(=O)(=O)N(C)C	0%	-8%	/	-12%

no.	SMN2 splice up	Luc counter	CBFb RUNX1 block
31	-19%	-1%	1%
32	7.9µM*	-2%	-1%
33	19%	5%	5%
34	-24%	2%	7%
35	12%	-2%	16%
36	11%	5%	12%
37	/	3%[39.9 µM]	-29%
38	0%	-1%	6%
39	-2%	-3%	4%
40	13%	5%	1%

The list goes on.
no.	smiles	HTT aggregate	IMPase Li cell	Lamin A splicing	HTT cytoprotect
41	O=C(CSc1nc2c(c(=O)n1-c1ccc(Br)cc1)SCC2)Nc1nccs1	13%	9%[38.3 µM]	4%	-12%
42	O=C(Cn1c(NCCO)nc2ccccc21)c1ccco1	-6%	57%[activator][38.3 µM]	-10%	-20%[10 µM]
43	CC1(C)CC2(CC(c3ccccc3)c3ccc(O)cc3O2)NC(=S)N1 (centres undefined)	-1%[9.22 µM]	-2%	-8%[46 µM]	25%[10 µM]
44	C=CCn1c(SCc2cc([N+](=O)[O-])cc3c2OCOC3)nc2cc(C(=O)O)ccc2c1=O	-8%[9.22 µM]	/	/	-6%[10 µM]
45	COc1ccccc1/C=C/C(=O)OCC(=O)NNC(=O)c1ccccc1	2%	-3%	-4%	10%[10 µM]
46	CN(C)S(=O)(=O)c1ccc(C(=O)Oc2coc(CSc3ncccn3)cc2=O)cc1	18%	0%	16%[9.22 µM]	-15%
47	COC(=O)C1=C(C)N=C2SC(C#N)=C(N)N2C1c1ccc(OCc2ccccc2)cc1 (centres undefined)	16%[9.22 µM]	28%[38.3 µM]	-5%	-29%
48	Cc1cccnc1N(C(=O)Nc1ccccc1)C1=NCC(C)(C)S1	4%	5%[38.3 µM]	1%	-3%
49	COc1ccccc1C1CC(=O)n2c(nc(-c3ccccc3)c2-c2ccccc2)S1 (centres undefined)	-18%	1%	4%	/
50	Cc1occc1C(=O)NNC(=O)c1nn(C)c(=O)c2ccccc12	-11%	-6%	/	11%
51	NNc1nc2sc3c(c2c(=O)n1Cc1ccccc1)CCC3	1%[9.22 µM]	/	/	-12%[10 µM]

no.	SMN2 splice up	Luc counter	CBFb RUNX1 block
41	2%	0%	-1%
42	5%	6%	7%
43	/	2%	-15%
44	/	/	-1%
45	8%	1%	3%
46	-15%	2%	-5%
47	18%	1%	3%
48	7%	-7%	6%
49	4%	-1%	-5%
50	17%	-4%	10%
51	/	/	-17%
